Bioassay records deposited in PubChem by Sanford-Burnham Center for Chemical Genomics.
hIAP block: human IAP inhibition; inhibition, % at 10 µM; purified IAP, CDP-Star luminescence, 30 min; actives 0.12% (n = 330,000); AID 2544; P09923;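 active = inhibition reaching a set limit with compound at 10 µM in the primary screen, cut at about 35% in these data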;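 note: plate controls were DMSO wells with enzyme for no effect and no-enzyme buffer wells for full effect; values of inactives mirror those of a sister screen read the other way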
Target sequence (P09923 whole entry, looked up): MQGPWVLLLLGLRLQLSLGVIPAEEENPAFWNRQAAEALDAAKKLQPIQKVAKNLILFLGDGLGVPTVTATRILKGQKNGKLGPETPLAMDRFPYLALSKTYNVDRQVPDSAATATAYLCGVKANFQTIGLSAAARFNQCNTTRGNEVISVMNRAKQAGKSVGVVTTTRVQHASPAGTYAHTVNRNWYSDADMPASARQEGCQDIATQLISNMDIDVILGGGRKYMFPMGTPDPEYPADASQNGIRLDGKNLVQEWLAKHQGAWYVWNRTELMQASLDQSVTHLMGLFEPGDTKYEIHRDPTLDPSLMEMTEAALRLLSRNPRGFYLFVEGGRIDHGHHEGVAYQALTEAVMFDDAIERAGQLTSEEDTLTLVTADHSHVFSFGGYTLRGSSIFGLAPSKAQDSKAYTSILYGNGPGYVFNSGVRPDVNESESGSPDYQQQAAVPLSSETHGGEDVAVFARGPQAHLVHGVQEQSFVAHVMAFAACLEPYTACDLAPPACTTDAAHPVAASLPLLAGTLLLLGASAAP
ATG4B inh: ATG4B (human) cysteine protease inhibition; ATG4B cleavage of LC3-PLA2, NBD-HPC fluorescence, 1 h; actives 0.51% (n = 340,000); inhibition, % at 8.33 µM; AID 504462; Q9Y4P1; in the data active = inhibition above about 40%
hIAP activ: human IAP activation; P09923; purified human IAP, CDP-Star luminescence, 30 min; stronger effect = higher value; 1 = vehicle-only enzyme, 0 = enzyme-free background; AID 2524; activation factor at 10 µM; actives 0.16% (n = 330,000);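 active = activation factor of the enzyme at least 2-fold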; note: the source names both 10 and 20 µM as test concentration; values of inactives mirror those of a sister screen read the other way
mIAP activ: increases mouse intestinal alkaline phosphatase activity; muIAP, CDP-Star luminescence, 30 min; stronger effect = higher value; 1 = vehicle-only enzyme signal, 0 = enzyme-free wells; actives 0.24% (n = 330,000); activation factor at 10 µM;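 active = activation factor of at least 2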; note: the source names both 10 and 20 µM as test concentration; values of inactives mirror those of a sister screen read the other way
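System: mouse IAP enzyme. Reagent: CDP-Star chemiluminescent phosphatase substrate. Benchmarks: DMSO wells, no-enzyme wells. Times: 30 min enzyme-substrate-compound incubation at room temperature. Detection: luminescence from enzymatic CDP-Star hydrolysis. Doses: test compounds delivered from DMSO solution.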
APOBEC3G inh: blocks human APOBEC3G single-stranded DNA deamination; Q9HC16; recombinant A3G, ssDNA deamination FAM/TAMRA fluorescence; inhibition, % at 20 µM; actives 0.28% (n = 330,000); AID 493012;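 active = inhibition of at least 40% at 20 µM, with no more than 30% in the related APOBEC3A deaminase screen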;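 note: plate controls were DMSO wells with A3G for no effect and wells lacking A3G enzyme for full effect; some compounds called inactive have numbers as strong as hits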
mIAP inh: mouse IAP inhibition. inhibition, % at 10 µM. purified mouse IAP, CDP-Star luminescence, 30 min. actives 0.2% (n = 330,000). AID 2806;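 active = inhibition of at least 40% at 10 µM in the primary screen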;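 note: plate controls were DMSO with enzyme for no effect and no enzyme wells for full effect; values of inactives mirror those of a sister screen read the other way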
APOBEC3A inh: human APOBEC3A DNA deaminase inhibition. P31941. recombinant A3A, FAM/TAMRA ssDNA deamination fluorescence. inhibition, % at 20 µM. actives 0.41% (n = 330,000). AID 493011;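 active = at least 40% inhibition at 20 µM here, with at most 30% in a related deaminase screen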;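 note: plate controls were A3A with DMSO for no effect and wells lacking A3A enzyme for full effect; some results filed as inactive read as strong as hits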
Target sequence (P31941 whole entry, looked up): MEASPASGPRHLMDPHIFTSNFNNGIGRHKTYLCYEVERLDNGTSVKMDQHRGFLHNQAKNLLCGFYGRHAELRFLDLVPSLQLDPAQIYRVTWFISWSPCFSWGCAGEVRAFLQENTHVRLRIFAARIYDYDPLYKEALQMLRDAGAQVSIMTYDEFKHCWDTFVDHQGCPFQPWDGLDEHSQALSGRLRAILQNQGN
beta cell repl: MIN6 beta-cell proliferation induction | proliferation, % at 10 µM | actives 0.29% (n = 330,000) | MIN6 cells proliferation, ATPlite luminescence, 48 h; cells starved in 0.2% serum; 100% = growth in 10% serum;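 active = compounds whose signal lies at least 3.5 SD above the mean of all wells on their plate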;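 note: 0% = DMSO-treated cells in low-serum medium and 100% = 10% serum control; some compounds called inactive have numbers as strong as hits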
MPTP block: permeability transition pore inhibition; isolated mouse mitochondria, Ca2+ swelling absorbance, 30 min; inhibition, % at 10 µM; actives 1.4% (n = 360,000);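 active = inhibition of 50% or more, scaled per plate between neutral and stimulator controls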;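 note: 0% = DMSO wells given calcium and 100% = 1 mM EGTA wells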
* hit, by the source's call; . = not tested or not shown.

1) CCN(CC)C(=O)Cn1c(=O)n(CC(=O)N2CCCCC2)c(=O)c2sccc21
2) Cc1ccc(-n2nc3ccc(NC(=S)NC(=O)/C=C/c4ccco4)cc3n2)cc1
3) CCOc1ccc(NC(=O)CSc2nc(C)c3c(c2C#N)CCCC3)cc1
4) COC(=O)C(=C/C=C/N1CCOCC1)C(=O)OC
5) NC(=O)C(c1ccc(Cl)cc1)c1ccc(Sc2ccc(Cl)cc2)nn1 (stereo not drawn)
6) Cc1ccc(S(=O)(=O)Oc2ccccc2/C=N/NC(N)=S)cc1
7) Cn1c(=O)n(C)c2cc([N+](=O)[O-])c(N3CCN(S(=O)(=O)c4ccc(C(C)(C)C)cc4)CC3)cc21
8) Cc1c(N2C(=O)CS/C2=N\N=C\c2ccc(Br)cc2)c(=O)n(-c2ccccc2)n1C
Screen / compound no. | 1 | 2 | 3 | 4 | 5 | 6 | 7 | 8
hIAP block | 28 | -35 | 0 | -17 | -6 | 3 | 24 | 4
ATG4B inh | 1 | 32 | 8 | . | -2 | 10 | -21 | -10
hIAP activ | 0.72 | 1.3 | 1 | 1.2 | 1.1 | 0.97 | 0.76 | 0.96
mIAP activ | 0.95 | 0.61 | 1.1 | 1.1 | 1 | 0.99 | 0.85 | 1
APOBEC3G inh | -4 | 4 | -8 | -1 | -5 | 0 | -8 | -3
mIAP inh | 5 | 39 | -5 | -8 | -4 | 1 | 14 | -4
APOBEC3A inh | -2 | 12 | -2 | -10 | 0 | -1 | -6 | -4
beta cell repl | -1 | 0 | 1 | 1 | -6 | -5 | -4 | 2
MPTP block | -1.4 | -0.6 | 13 | . | 0.6 | -1.2 | 54* | -1.1

9) CCn1ccnc1CN(C)C(=O)c1ccc2nc(Cc3ccc(OC)cc3)oc2c1
10) CC(OC(=O)CCCN=C1NS(=O)(=O)c2ccccc21)C(=O)Nc1ccc(F)c(F)c1F (stereo not drawn)
11) Fc1ccc(-c2cc(C(F)(F)F)nc(-n3cncn3)n2)cc1
12) COc1ccc(NC(=O)C2CCN(S(=O)(=O)c3c(C)noc3/C=C/N(C)C)CC2)cc1
13) O=C(/C=C/c1cccc(F)c1)N1CCc2ccccc21
14) CCN(CC)S(=O)(=O)c1cc(C(=O)O)c(Cl)cc1Cl
15) Cc1ccc(C)c(C(=O)C(C)OC(=O)c2cccn2C)c1 (stereo not drawn)
16) COc1cc(OC)cc(-c2cc(N)n(S(=O)(=O)Cc3ccccc3)n2)c1
Screen / compound no. | 9 | 10 | 11 | 12 | 13 | 14 | 15 | 16
hIAP block | 2 | -3 | -8 | -24 | 7 | 1 | -20 | 26
ATG4B inh | 32 | 5 | 0 | -6 | 17 | 5 | 5 | -14
hIAP activ | 0.98 | 1 | 1.1 | 1.2 | 0.93 | 0.99 | 1.2 | 0.74
mIAP activ | 0.95 | 1 | 0.97 | 1.1 | 0.96 | 0.99 | 0.97 | 0.96
APOBEC3G inh | -6 | 11 | -7 | -6 | -4 | -2 | -8 | 4
mIAP inh | 5 | -4 | 3 | -14 | 3 | 1 | 2 | 4
APOBEC3A inh | -3 | 34 | 0 | -7 | 0 | 4 | -6 | 5
beta cell repl | 2 | -3 | 0 | 1 | -4 | 0 | -2 | -1
MPTP block | -1.1 | 0.2 | -0.1 | -2.1 | -0.9 | -1.0 | -0.1 | 0.0

17) CCCn1c(C(O)c2ccc3c(c2)OCO3)nc2ccccc21 (stereo not drawn)
18) O=C(Nc1ccccn1)c1ccc2nc(-c3ccccc3)c(-c3ccccc3)nc2c1
19) CCOc1ccc(NC(=O)CN(C)S(=O)(=O)c2ccc3c(c2)CCC(=O)N3)cc1
20) O=C(CSc1ncnc2ccccc12)Nc1cccc(S(=O)(=O)N2CCCC2)c1
21) CC(Oc1ccc(Cl)cc1Cl)c1nc(-c2ccc(NC(=O)c3ccco3)cc2)no1 (stereo not drawn)
22) Cc1[nH]c(=O)[nH]c(=O)c1/C=N/NC(=O)[C@H](CC(C)C)NC(=O)OC(C)(C)C
23) COc1ccc(C2CC(c3cccs3)=NN2C(=O)CSc2nncn2C)cc1OC (stereo not drawn)
24) CC1(C)Oc2ccc3ccc(=O)oc3c2CC1O (stereo not drawn)
Screen / compound no. | 17 | 18 | 19 | 20 | 21 | 22 | 23 | 24
hIAP block | -9 | 2 | -15 | 4 | 0 | -64 | -15 | -7
ATG4B inh | -7 | . | -10 | 1 | -1 | -2 | -5 | 7
hIAP activ | 1.1 | 0.98 | 1.2 | 0.96 | 1 | 1.6 | 1.1 | 1.1
mIAP activ | 0.97 | 0.92 | 1.1 | 0.99 | 0.93 | 1 | 1 | 0.99
APOBEC3G inh | -6 | 15 | -4 | -5 | -6 | -2 | -13 | -6
mIAP inh | 3 | 8 | -6 | 1 | 7 | 0 | -3 | 1
APOBEC3A inh | -2 | 1 | -8 | 0 | 1 | 0 | -2 | -7
beta cell repl | -4 | -1 | -2 | -1 | -6 | 1 | 0 | -3
MPTP block | 0.5 | . | 0.1 | 2.7 | 4.5 | -0.3 | -1.3 | -0.6

25) COc1cccc(/C=C/C(=O)OCC(=O)c2ccccc2)c1OC
26) Cc1onc(-c2c(F)cccc2Cl)c1C(=O)OCC(=O)NC(=O)NCC(C)C
27) CN1C(=O)C(=C2CCCCCC2)SC1=S
28) COCCn1c(Cc2cccn2C)nnc1SCC(=O)Nc1nccs1
29) CCSc1nc2sc3c(c2c(=O)n1-c1ccccc1)CCN(C(C)C)C3
30) COC(=O)N/N=C1\CCCc2c(C)cc(C)cc21
31) COc1ccc(F)c(C2C(C#N)=C(N)Oc3n[nH]c(C(C)(C)C)c32)c1 (stereo not drawn)
32) COc1ccc(-n2c(=O)c3ccccc3n(CC(=O)Nc3ccccc3OC)c2=O)cc1
Screen / compound no. | 25 | 26 | 27 | 28 | 29 | 30 | 31 | 32
hIAP block | 15 | 17 | 10 | 4 | 9 | -1 | 7 | -8
ATG4B inh | 25 | -7 | 3 | -1 | -7 | -4 | -4 | 4
hIAP activ | 0.85 | 0.83 | 0.9 | 0.96 | 0.91 | 1 | 0.93 | 1.1
mIAP activ | 1 | 1 | 0.81 | 1.1 | 0.99 | 1 | 1 | 1
APOBEC3G inh | -7 | -5 | -6 | -4 | -6 | -13 | -3 | -7
mIAP inh | -1 | -1 | 19 | -6 | 1 | -2 | -4 | -4
APOBEC3A inh | -2 | -3 | -1 | -5 | 1 | -2 | 0 | 0
beta cell repl | -3 | -4 | 0 | -2 | -3 | 3 | 5 | 1
MPTP block | -0.1 | 1.5 | -2.9 | -1.8 | 0.2 | -1.3 | 0.8 | 1.6

33) O=C(COC(=O)CCC(=O)Nc1nccs1)NCc1ccco1
34) O=C(OCC(=O)N1CCCCCC1)c1cccs1
35) CCOc1ccccc1NC(=O)COC(=O)C(CC(C)C)N1C(=O)C2CC=CCC2C1=O (stereo not drawn)
36) COc1ccc2oc(C(=O)N3CCCc4ccccc43)c(C)c2c1
37) Cc1c(NS(=O)(=O)c2cc(C(=O)O)ccc2Cl)c(=O)n(-c2ccccc2)n1C
38) CC(C)Cc1csc(NC(=O)c2ccc(Cl)cc2)c1C(=O)O
39) O=C(Nc1nc2cc3c(cc2s1)OCCO3)C1=COCCO1
40) CN(CC(=O)N1CCc2ccccc21)S(=O)(=O)c1cccc2cccnc12
Screen / compound no. | 33 | 34 | 35 | 36 | 37 | 38 | 39 | 40
hIAP block | 6 | -9 | -13 | 14 | 1 | 7 | 12 | 4
ATG4B inh | -6 | 2 | -3 | 18 | -11 | 20 | 0 | -5
hIAP activ | 0.94 | 1.1 | 1.1 | 0.86 | 0.99 | 0.93 | 0.88 | 0.96
mIAP activ | 1.1 | 0.96 | 1.1 | 0.92 | 0.93 | 0.96 | 1 | 1
APOBEC3G inh | 1 | 2 | -9 | -7 | -6 | -6 | 12 | -3
mIAP inh | -9 | 4 | -12 | 8 | 7 | 4 | -2 | -4
APOBEC3A inh | 2 | 2 | -5 | -3 | 0 | -4 | 7 | -1
beta cell repl | 2 | 0 | -1 | 2 | 0 | -3 | -6 | 0
MPTP block | -1.8 | -0.3 | -0.8 | -1.6 | 0.5 | 90* | -1.2 | -0.9

Compound profiles, from the list above. Values in the order: hIAP block	ATG4B inh	hIAP activ	mIAP activ	APOBEC3G inh	mIAP inh	APOBEC3A inh	beta cell repl	MPTP block
Cc1ccc(-n2nc3ccc(NC(=S)NC(=O)/C=C/c4ccco4)cc3n2)cc1 reads -35	32	1.3	0.61	4	39	12	0	-0.6
CN1C(=O)C(=C2CCCCCC2)SC1=S reads 10	3	0.9	0.81	-6	19	-1	0	-2.9
CC(C)Cc1csc(NC(=O)c2ccc(Cl)cc2)c1C(=O)O reads 7	20	0.93	0.96	-6	4	-4	-3	90*
O=C(OCC(=O)N1CCCCCC1)c1cccs1 reads -9	2	1.1	0.96	2	4	2	0	-0.3

Next part.
41) Cc1c(Br)c([N+](=O)[O-])nn1C(C)C(=O)NCC1CCCO1 (stereo not drawn)
42) O=C(COc1coc(CN2CCc3ccccc3C2)cc1=O)Nc1ccc(Cl)cc1
43) CCn1c(CS(=O)Cc2ccc(Cl)cc2Cl)nnc1SCc1c(Cl)cccc1Cl (stereo not drawn)
44) Cc1nn(-c2ccccn2)c2c1C(=O)CC(C)(C)C2Br (stereo not drawn)
45) CCN(CC(=O)Nc1ccc(NC(C)=O)cc1)C(=O)c1cccnc1Sc1ccc(C)c(C)c1
46) CCOC(=O)C1CCCN(C(=O)c2cn(C)c3ccc(S(=O)(=O)N(C)C)cc3c2=O)C1 (stereo not drawn)
47) CCCCC[C@@H]1C=C(C(=O)O)[C@H](c2ccc(CC)cc2)N1S(=O)(=O)c1ccc(C)cc1
48) O=C(CSC1=NC(=O)C(c2ccccc2)C(=O)N1)Nc1ccccc1Cl (stereo not drawn)
Screen / compound no. | 41 | 42 | 43 | 44 | 45 | 46 | 47 | 48
hIAP block | 7 | 0 | 3 | -15 | 6 | 8 | -24 | 10
ATG4B inh | -1 | -1 | 8 | 2 | -12 | -3 | 14 | -3
hIAP activ | 0.93 | 0.99 | 0.97 | 1.1 | 0.94 | 0.92 | 1.2 | 0.9
mIAP activ | 0.97 | 0.97 | 1 | 1.1 | 1.1 | 0.84 | 1 | 1.1
APOBEC3G inh | -6 | 6 | -5 | -7 | -10 | -1 | -6 | -5
mIAP inh | 3 | 3 | -4 | -9 | -14 | 16 | -2 | -12
APOBEC3A inh | -1 | 3 | -1 | -7 | 23 | -2 | -5 | -2
beta cell repl | 1 | -1 | -2 | -1 | 9 | -1 | -5 | -1
MPTP block | 0.3 | -0.7 | -0.9 | 2.6 | 0.1 | -1.4 | 1.9 | -1.5

49) CCC(CC)C(=O)NCCc1cc2ccc(OC)cc2[nH]c1=O
50) COc1ccc(N/C=C2/CCCCC2=O)cc1
51) C#CCOCCOCCOCCNc1nc(N2CCOCC2)nc(N2CCN(C(=O)Cn3cc(CCCN=C(N)N)nn3)CC2)n1
52) O=C(COC(=O)CCc1c[nH]c(=O)[nH]1)Nc1ccccc1
Screen / compound no. | 49 | 50 | 51 | 52
hIAP block | -2 | 18 | 2 | -2
ATG4B inh | -5 | 0 | -5 | -6
hIAP activ | 1 | 0.82 | 0.98 | 1
mIAP activ | 1.1 | 0.89 | 1.1 | 0.9
APOBEC3G inh | -1 | -13 | 1 | -5
mIAP inh | -7 | 11 | -5 | 10
APOBEC3A inh | 1 | -2 | 3 | -4
beta cell repl | -1 | -3 | -2 | -2
MPTP block | -1.2 | -2.8 | -2.1 | 0.3
